NCF1 inh: p47phox (human) inhibition; 220,000 compounds, 0.53% hits; inhibition, % at 24.7 µM; p47phox/p22phox peptide binding, fluorescence polarization, 2 h;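 active = inhibition above about 30%, limit read from the data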;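 also: 0% = p47phox with labelled peptide and 100% = labelled peptide alone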
RBBP9 inh: blocks human serine hydrolase RBBP9; O75884; recombinant RBBP9, FP-Rh probe fluorescence polarization; inhibition, % at 7.94 µM; 220,000 compounds, 0.2% hits;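 active = inhibition above the campaign mean of all tested compounds plus 3 SD, cut at about 14% in these data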;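 also: plate controls were DMSO wells with RBBP9 for no effect and wells lacking RBBP9 protein for full effect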
Target sequence (O75884 whole entry, looked up): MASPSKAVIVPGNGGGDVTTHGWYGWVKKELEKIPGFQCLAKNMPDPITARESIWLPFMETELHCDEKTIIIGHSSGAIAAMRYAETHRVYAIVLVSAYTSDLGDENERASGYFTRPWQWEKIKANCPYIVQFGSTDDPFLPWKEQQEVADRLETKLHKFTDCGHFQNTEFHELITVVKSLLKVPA
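Measured by: FP readout at 525/598 nm; material: recombinant human RBBP9; also added: Serine-hydrolase probe FP-Rh, 375 nM pre-mixing; medium: Tris buffer pH 8.0, NaCl, Pluronic; replication: one well per compound; doses: one concentration, 7.94 µM nominal, 0.794% DMSO; timing: preincubation 30 min plus labeling 45 min at 25 °C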
PPC-1+TRAIL kill: PPC-1 cancer cell killing with TRAIL present. PPC-1 cells + TRAIL, ATPLite viability luminescence. cell killing (% activity), % at 4 µM. 220,000 compounds, 0.41% hits. AID 1443;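 active = cell killing above 50% in the first pass at 4 µM, then a duplicate retest at 5 µM averaging 50% or more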;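 also: plate controls were cells with TRAIL plus DMSO for no effect and medium-only wells lacking cells for full effect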
p97 inhibitor: human p97 ATPase inhibition; inhibition, % at 8 µM; 220,000 compounds, 0.42% hits; P55072; AID 1481; recombinant p97 ATPase, Kinase-Glo ATP luminescence, 3 h; in the data active = inhibition above about 15%;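 also: 0% = DMSO vehicle and 100% = wells lacking enzyme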
Target sequence (P55072 whole entry, looked up): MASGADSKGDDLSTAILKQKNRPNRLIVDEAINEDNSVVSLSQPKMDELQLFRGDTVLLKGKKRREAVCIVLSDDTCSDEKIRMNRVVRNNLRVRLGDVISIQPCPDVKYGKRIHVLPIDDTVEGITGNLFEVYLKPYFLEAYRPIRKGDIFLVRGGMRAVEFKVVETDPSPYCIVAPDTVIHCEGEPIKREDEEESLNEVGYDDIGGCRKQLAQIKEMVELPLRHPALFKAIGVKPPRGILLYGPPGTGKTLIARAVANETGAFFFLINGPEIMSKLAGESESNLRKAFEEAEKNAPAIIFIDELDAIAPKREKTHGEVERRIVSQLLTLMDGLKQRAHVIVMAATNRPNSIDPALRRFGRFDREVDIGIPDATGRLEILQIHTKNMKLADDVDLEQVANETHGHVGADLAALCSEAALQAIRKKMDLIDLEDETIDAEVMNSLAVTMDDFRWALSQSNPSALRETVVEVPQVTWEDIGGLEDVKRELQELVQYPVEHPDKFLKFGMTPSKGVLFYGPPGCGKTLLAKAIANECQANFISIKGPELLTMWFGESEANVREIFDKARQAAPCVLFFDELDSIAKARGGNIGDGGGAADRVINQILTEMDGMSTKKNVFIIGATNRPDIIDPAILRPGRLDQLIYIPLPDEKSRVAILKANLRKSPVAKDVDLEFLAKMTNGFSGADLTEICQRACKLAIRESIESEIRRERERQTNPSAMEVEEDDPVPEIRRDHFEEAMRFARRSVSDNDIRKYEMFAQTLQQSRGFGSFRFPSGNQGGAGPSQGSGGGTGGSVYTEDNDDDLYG
BaF3 tox: reduces parental Ba/F3 cell viability, JAK2V617F counter-screen | 220,000 compounds, 1.1% hits | AID 1486 | CellTiter-Glo ATP luminescence | inhibition, % at 5.6 µM;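 active = inhibition above a per-campaign cutoff, the mean inhibition of all tested compounds plus 3 SD, cut at about 27% in these data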;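 also: 0% = DMSO wells and 100% = JAK Inhibitor I control wells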
Ba/F3 V617F tox: reduce viability of Ba/F3 cells dependent on JAK2V617F. 220,000 compounds, 1.1% hits. inhibition, % at 5.6 µM. Ba/F3 EpoR-JAK2V617F viability, ATP luminescence. AID 1446;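 active = inhibition above the campaign mean plus 3 SD over all tested compounds, cut at about 24% in these data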;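 also: cytokine-independent growth of Ba/F3 cells driven by EpoR plus mutant JAK2; 0% = DMSO-treated cells and 100% = JAK inhibitor I control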
PGE2 EP2 inh: inhibitors of human EP2 prostaglandin E2 receptor | P43116 | C6 glioma cells expressing human EP2, cAMP TR-FRET; cells stimulated with saturating PGE2 | inhibition, % at 25 µM | 260,000 compounds, 0.52% hits | AID 1422;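 active = percent inhibition above 40 after rounding to a whole number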;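 also: rat C6 glioma host cells with rolipram phosphodiesterase inhibitor present; the protocol text gives 20 µM as final concentration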
Tb hexokinase: T. brucei hexokinase 1 inhibition. recombinant TbHK1, G6PDH-coupled NADH A340. inhibition, % at 10 µM. AID 1430. 220,000 compounds, 0.11% hits;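 active = inhibition of 50% or more in the single-dose primary screen; inactive = inhibition below 50%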
Furin inhibitor: blocks human furin protease activity | purified furin, fluorogenic substrate cleavage | 220,000 compounds, 0.061% hits | inhibition, % at 30 µM; in the data active = inhibition above about 25%; also: inactives centre near -15
Active calls of the source: *; [ ] = remark or other dose. Only part of the results is shown. The share of hits here may be higher or lower than overall.

Results for S=C(Nc1ccccc1Cl)N(CCN1CCCCC1)Cc1ccco1 ?
NCF1 inh: -14; RBBP9 inh: -10; PPC-1+TRAIL kill: 46; p97 inhibitor: -4; BaF3 tox: 6; Ba/F3 V617F tox: 2; PGE2 EP2 inh: 11; Tb hexokinase: 6; Furin inhibitor: -4

Results for O=C1CCCC1C(=O)Nc1ccc2ccccc2c1 (stereo unspecified) ?
NCF1 inh: -3; RBBP9 inh: -2; PPC-1+TRAIL kill: -1; p97 inhibitor: 8; BaF3 tox: 2; Ba/F3 V617F tox: -5; PGE2 EP2 inh: 8; Tb hexokinase: -3; Furin inhibitor: -18

What do the screens show for `O=C(Nc1ccccc1C(=O)N1CCN(c2ccccc2)CC1)c1ccco1`?
NCF1 inh: -3; RBBP9 inh: 1; PPC-1+TRAIL kill: -17; p97 inhibitor: 3; BaF3 tox: 6; Ba/F3 V617F tox: 3; PGE2 EP2 inh: 8; Tb hexokinase: -5; Furin inhibitor: -22[20 µM]

What do the screens show for `CCOc1ccc(NC(=O)Nc2ccc3c(c2)nnn3C)cc1`?
NCF1 inh: -12; RBBP9 inh: -5; PPC-1+TRAIL kill: 6; p97 inhibitor: -1; BaF3 tox: -1; Ba/F3 V617F tox: 0; PGE2 EP2 inh: 6; Tb hexokinase: -2; Furin inhibitor: -20

What do the screens show for `COc1ccccc1-c1nc(C#N)c(N2CCN(c3cccc(Cl)c3)CC2)o1`?
NCF1 inh: -14; RBBP9 inh: -7; PPC-1+TRAIL kill: -1; p97 inhibitor: -1; BaF3 tox: -1; Ba/F3 V617F tox: 0; PGE2 EP2 inh: 3; Tb hexokinase: 0; Furin inhibitor: -28

What do the screens show for `O=C(COC(=O)c1ccc2ccccc2n1)Nc1ncc(C(F)(F)F)cc1Cl`?
NCF1 inh: -10; RBBP9 inh: 1; PPC-1+TRAIL kill: 16; p97 inhibitor: -5; BaF3 tox: 5; Ba/F3 V617F tox: 5; PGE2 EP2 inh: 4; Tb hexokinase: 0; Furin inhibitor: -19[20 µM]

How did N#Cc1ccc(CSc2nnc(NC(=O)C3CC(=O)N(c4ccc5c(c4)OCCO5)C3)s2)cc1 (stereo unspecified) do in these assays?
NCF1 inh: -48; RBBP9 inh: -8; PPC-1+TRAIL kill: 7; p97 inhibitor: -2; BaF3 tox: 4; Ba/F3 V617F tox: 3; PGE2 EP2 inh: 13; Tb hexokinase: 4; Furin inhibitor: -15

Results for CCOc1ccc(N2Cc3ccccc3C2)cc1 ?
RBBP9 inh: -7; PPC-1+TRAIL kill: 25; p97 inhibitor: 4; BaF3 tox: -3; Ba/F3 V617F tox: -2; PGE2 EP2 inh: 8; Tb hexokinase: 1; Furin inhibitor: -18

What do the screens show for `Cc1cc(F)ccc1S(=O)(=O)N1CCCOC1CNC(=O)C(=O)NCCC1=CCCCC1` (stereo unspecified)?
NCF1 inh: -9; RBBP9 inh: 45*; PPC-1+TRAIL kill: 17; p97 inhibitor: -1; BaF3 tox: 4; Ba/F3 V617F tox: 0; PGE2 EP2 inh: 11; Tb hexokinase: -6; Furin inhibitor: -24

How did Fc1ccc(/C=N/Nc2nc3ccccc3[nH]2)cc1F do in these assays?
NCF1 inh: 1; RBBP9 inh: 2; PPC-1+TRAIL kill: 25; p97 inhibitor: 1; BaF3 tox: 1; Ba/F3 V617F tox: -1; PGE2 EP2 inh: 1; Tb hexokinase: -33; Furin inhibitor: -16

How did NC(=S)NNC(=O)[C@@H]1CCCC[C@@H]1C(=O)O do in these assays?
NCF1 inh: 2; RBBP9 inh: 2; PPC-1+TRAIL kill: 13; p97 inhibitor: 5; BaF3 tox: 6; Ba/F3 V617F tox: 0; PGE2 EP2 inh: 8; Tb hexokinase: 0; Furin inhibitor: -7

What do the screens show for `c1ccc2[nH]c(SCc3cn4cccnc4n3)nc2c1`?
NCF1 inh: -3; RBBP9 inh: -3; PPC-1+TRAIL kill: -7; p97 inhibitor: 6; BaF3 tox: 7; Ba/F3 V617F tox: -4; PGE2 EP2 inh: 3; Tb hexokinase: -12; Furin inhibitor: -24

Results for O=C(O)c1c2c(nc3ccccc13)CCCCC2 ?
NCF1 inh: -1; RBBP9 inh: 4; PPC-1+TRAIL kill: 12; p97 inhibitor: 5; BaF3 tox: 1; Ba/F3 V617F tox: -6; PGE2 EP2 inh: 11; Tb hexokinase: 0; Furin inhibitor: -18

How did Cc1ccc(C)c(S(=O)(=O)N/N=C/c2ccc(F)cc2)c1 do in these assays?
NCF1 inh: -3; RBBP9 inh: -1; PPC-1+TRAIL kill: 11; p97 inhibitor: 6; BaF3 tox: -3; Ba/F3 V617F tox: -5; PGE2 EP2 inh: 9; Tb hexokinase: 0; Furin inhibitor: -32

Results for O=c1c(C=NCC2CCCO2)c(-c2ccccc2)[nH]n1-c1ccc([N+](=O)[O-])cc1 (stereo unspecified) ?
NCF1 inh: -19; RBBP9 inh: 0; PPC-1+TRAIL kill: 4; p97 inhibitor: 6; BaF3 tox: -8; Ba/F3 V617F tox: 0; PGE2 EP2 inh: 10; Tb hexokinase: -6; Furin inhibitor: -1

Reprinted at random: three records from the list.
What do the screens show for `c1ccc2[nH]c(SCc3cn4cccnc4n3)nc2c1`?
NCF1 inh: -3; RBBP9 inh: -3; PPC-1+TRAIL kill: -7; p97 inhibitor: 6; BaF3 tox: 7; Ba/F3 V617F tox: -4; PGE2 EP2 inh: 3; Tb hexokinase: -12; Furin inhibitor: -24

How did Cc1ccc(C)c(S(=O)(=O)N/N=C/c2ccc(F)cc2)c1 do in these assays?
NCF1 inh: -3; RBBP9 inh: -1; PPC-1+TRAIL kill: 11; p97 inhibitor: 6; BaF3 tox: -3; Ba/F3 V617F tox: -5; PGE2 EP2 inh: 9; Tb hexokinase: 0; Furin inhibitor: -32

What do the screens show for `O=C(Nc1ccccc1C(=O)N1CCN(c2ccccc2)CC1)c1ccco1`?
NCF1 inh: -3; RBBP9 inh: 1; PPC-1+TRAIL kill: -17; p97 inhibitor: 3; BaF3 tox: 6; Ba/F3 V617F tox: 3; PGE2 EP2 inh: 8; Tb hexokinase: -5; Furin inhibitor: -22[20 µM]

Next results follow:
What do the screens show for `CSc1oc(-c2ccc(F)cc2)nc1S(=O)(=O)c1ccccc1`?
NCF1 inh: 5; RBBP9 inh: -4; PPC-1+TRAIL kill: 16; p97 inhibitor: 4; BaF3 tox: 3; Ba/F3 V617F tox: -2; PGE2 EP2 inh: 11; Tb hexokinase: -1; Furin inhibitor: -14[20 µM]

Results for COc1ccc(C(=O)NC(=S)Nc2ccc(N3CCCC3)cc2)cc1OC ?
NCF1 inh: -15; RBBP9 inh: -9; PPC-1+TRAIL kill: 11; p97 inhibitor: 0; BaF3 tox: 4; Ba/F3 V617F tox: 0; PGE2 EP2 inh: 17; Tb hexokinase: -3; Furin inhibitor: -17

Results for CCn1nc(C)c(CNC(=O)CC2C(=O)NCCN2Cc2ccc(C)o2)c1C (stereo unspecified) ?
NCF1 inh: -10; RBBP9 inh: -4; p97 inhibitor: 3; BaF3 tox: 5; Ba/F3 V617F tox: -6; PGE2 EP2 inh: 7; Tb hexokinase: -3; Furin inhibitor: -18

What do the screens show for `CCN(CC)CCOC(=O)c1ccc(NC(=O)/C=C/c2cccs2)cc1`?
NCF1 inh: -4; RBBP9 inh: -2; PPC-1+TRAIL kill: 1; p97 inhibitor: 3; BaF3 tox: 6; Ba/F3 V617F tox: 0; PGE2 EP2 inh: 7; Tb hexokinase: -73; Furin inhibitor: 8

Results for COc1ccccc1NS(=O)(=O)c1cccc(NC(=O)Cc2cccs2)c1 ?
NCF1 inh: -13; RBBP9 inh: -3; PPC-1+TRAIL kill: -17; p97 inhibitor: 4; BaF3 tox: 6; Ba/F3 V617F tox: 0; PGE2 EP2 inh: 6; Tb hexokinase: 33; Furin inhibitor: -10

Results for Cn1cc(SCC(=O)Nc2ccc3c(c2)OCO3)c2ccccc21 ?
NCF1 inh: -9; RBBP9 inh: 0; PPC-1+TRAIL kill: 15; p97 inhibitor: -3; BaF3 tox: 5; Ba/F3 V617F tox: 1; PGE2 EP2 inh: 15; Tb hexokinase: 2; Furin inhibitor: -9

How did COc1ccc(C(=O)Nc2cccnc2)cc1S(=O)(=O)N1CCOCC1 do in these assays?
NCF1 inh: -8; RBBP9 inh: -6; PPC-1+TRAIL kill: 13; p97 inhibitor: 7; BaF3 tox: -1; Ba/F3 V617F tox: -3; PGE2 EP2 inh: 17; Tb hexokinase: 6; Furin inhibitor: -33

How did CCOCCCNC(=O)C(NC(=O)c1ccc(=O)[nH]c1)c1ccc(C)cc1 (stereo unspecified) do in these assays?
NCF1 inh: -4; RBBP9 inh: -1; PPC-1+TRAIL kill: -14; p97 inhibitor: 6; BaF3 tox: 8; Ba/F3 V617F tox: 1; PGE2 EP2 inh: 7; Tb hexokinase: -1; Furin inhibitor: -18

What do the screens show for `COc1cccc(CC2(CO)CCCN(Cc3nc(-c4cccs4)oc3C)C2)c1` (stereo unspecified)?
NCF1 inh: -10; RBBP9 inh: -2; PPC-1+TRAIL kill: 10; p97 inhibitor: -7; BaF3 tox: 10; Ba/F3 V617F tox: 3; PGE2 EP2 inh: 7; Tb hexokinase: 7; Furin inhibitor: -17

What do the screens show for `Cc1cc(C(=O)CSc2ccc(F)cc2)cc(C)c1OC(=S)N(C)C`?
NCF1 inh: 3; RBBP9 inh: -2; PPC-1+TRAIL kill: 15; p97 inhibitor: -3; BaF3 tox: 3; Ba/F3 V617F tox: -1; PGE2 EP2 inh: 16; Tb hexokinase: 5; Furin inhibitor: -27[20 µM]

Results for Cc1nc2ccc(S(=O)(=O)NC(C(=O)N3CCCC3)C(C)C)cc2s1 (stereo unspecified) ?
NCF1 inh: -6; RBBP9 inh: -1; p97 inhibitor: -4; BaF3 tox: 2; Ba/F3 V617F tox: -1; PGE2 EP2 inh: 13; Tb hexokinase: -3; Furin inhibitor: -13

What do the screens show for `O=C(NCc1ccccn1)C1CCC(=O)N1C1CCCCC1` (stereo unspecified)?
NCF1 inh: -10; RBBP9 inh: -10; PPC-1+TRAIL kill: 26; p97 inhibitor: 5; BaF3 tox: 0; Ba/F3 V617F tox: -6; PGE2 EP2 inh: 8; Tb hexokinase: 1; Furin inhibitor: -34

How did Cc1ccc(C(=O)COC(=O)c2ccc(O)cc2)cc1 do in these assays?
NCF1 inh: 0; RBBP9 inh: -1; PPC-1+TRAIL kill: 13; p97 inhibitor: 6; BaF3 tox: 5; Ba/F3 V617F tox: -1; PGE2 EP2 inh: -1; Tb hexokinase: -2; Furin inhibitor: -24

Results for COc1ccc2c(c1)C(c1ccc(N3CCOCC3)cc1)=NNC(c1cccnc1)=N2 ?
NCF1 inh: -17; RBBP9 inh: -7; PPC-1+TRAIL kill: -18; p97 inhibitor: -1; BaF3 tox: 11; Ba/F3 V617F tox: 4; PGE2 EP2 inh: 3; Tb hexokinase: -21; Furin inhibitor: -5

Results for Nn1c(SCC(=O)Nc2ccc3c(c2)OCO3)nncc1=O ?
RBBP9 inh: 3; PPC-1+TRAIL kill: -4; p97 inhibitor: 3; BaF3 tox: 0; Ba/F3 V617F tox: -1; PGE2 EP2 inh: 4; Tb hexokinase: -5; Furin inhibitor: -31
